IDE act: boosts human insulin-degrading enzyme activity in HEK cells | AID 493087 | FAbeta-B cleavage, fluorescence polarization; 0% vehicle, 100% cell-free pure enzyme wells | activation, % at 5.96 µM | P14735 | 340,000 compounds, 0.073% hits;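 active = activation above the mean of all tested compounds plus 3 SD, set per screening campaign, cut at about 17% in these data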
MEKK3 PB1 HTS: modulators (inhibitors or enhancers) of MEK5 binding to human MEKK3 PB1 domain | Q99759 | 290,000 compounds, 1.4% hits | binding response (% of control), % at 10 µM | bead-based flow cytometry, Alexa488-MEK5 binding to MEKK3; actives lie on both sides; 0 = blocked by unlabeled MEK5, 100 = vehicle;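 active = binding response more than 3 SD above or below the average of its plate-row segment, actives on both sides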;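 also: Alexa488 bead fluorescence after subtracting the streptavidin-only scavenger bead signal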
Target sequence (Q99759 whole entry, looked up, the tested form may be a part): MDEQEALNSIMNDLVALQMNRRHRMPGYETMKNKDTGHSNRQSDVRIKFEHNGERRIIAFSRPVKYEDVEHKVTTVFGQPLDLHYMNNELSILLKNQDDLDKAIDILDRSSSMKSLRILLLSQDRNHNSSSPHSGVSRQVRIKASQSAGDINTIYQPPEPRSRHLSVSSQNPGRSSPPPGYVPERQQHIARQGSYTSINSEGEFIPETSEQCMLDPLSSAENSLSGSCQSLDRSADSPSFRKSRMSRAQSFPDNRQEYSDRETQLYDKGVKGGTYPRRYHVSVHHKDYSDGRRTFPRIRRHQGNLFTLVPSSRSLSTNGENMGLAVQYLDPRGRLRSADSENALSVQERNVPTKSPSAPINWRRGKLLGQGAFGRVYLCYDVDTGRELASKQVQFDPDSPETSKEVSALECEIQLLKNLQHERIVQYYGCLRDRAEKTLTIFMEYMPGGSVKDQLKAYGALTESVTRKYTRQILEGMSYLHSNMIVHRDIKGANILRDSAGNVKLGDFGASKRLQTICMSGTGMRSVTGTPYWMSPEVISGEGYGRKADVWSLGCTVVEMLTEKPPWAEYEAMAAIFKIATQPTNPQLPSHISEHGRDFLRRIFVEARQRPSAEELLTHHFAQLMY
M4 PAM: potentiates acetylcholine response at human M4 receptor. activation, % at 3 µM. CHO-K1 hM4/Gqi5, Fluo-8 calcium fluorescence, ACh EC20; 0% = ACh EC20, 100% = maximal ACh. P08173. 360,000 compounds, 0.4% hits. AID 624126;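 active = activation above its plate's cutoff, the mean activation of sample wells plus 3 SD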; also: some results filed as inactive read as strong as hits
p-CIP stab down: lowers stability of the mouse p/CIP coactivator protein; decrease of EGFP signal, % at 10 µM; F442A p/CIP-EGFP cells, EGFP fluorescence, 16 h; 290,000 compounds, 0.01% hits; Q05BA5;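 active = EGFP signal decrease of at least 30% at 10 µM or well 3 SD below plate mean, unless failing retest; inactive = the rest, including hits failing retest or dose response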; also: some compounds called inactive have numbers as strong as hits; many of its hits are not listed in these tables
PHOSPHO1 block: blocks human PHOSPHO1 phosphatase activity; 290,000 compounds, 1.1% hits; recombinant PHOSPHO1, absorbance phosphatase assay; Q8TCT1; AID 1565; inhibition, % at 13.3 µM; in the data active = inhibition above about 60%
Target sequence (Q8TCT1 whole entry, looked up): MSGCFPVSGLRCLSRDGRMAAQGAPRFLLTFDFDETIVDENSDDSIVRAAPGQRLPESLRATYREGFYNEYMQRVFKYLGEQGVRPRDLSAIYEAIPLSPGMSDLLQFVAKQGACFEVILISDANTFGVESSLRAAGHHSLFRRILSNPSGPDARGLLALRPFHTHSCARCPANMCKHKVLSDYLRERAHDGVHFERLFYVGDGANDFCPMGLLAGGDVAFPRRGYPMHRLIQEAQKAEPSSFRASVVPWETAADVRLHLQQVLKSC
IDE cell inh: inhibitors of human insulin-degrading enzyme in cells | P14735 | HEK cells, FAbetaB cleavage, fluorescence polarization | inhibition, % at 5.59 µM | 320,000 compounds, 0.41% hits | AID 434962;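 active = percent inhibition above the average of all tested compounds plus 3 SD, set per screening campaign, cut at about 16% in these data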;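 also: IDE supplied by intact live HEK cells; FP after avidin binding of uncleaved biotin substrate so inhibition keeps polarization high; 0% = DMSO wells and 100% = 60 µM reference IDE inhibitor Ii1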
CRFR2-BP ag: CRF-BP/CRF-R2 complex agonism; 350,000 compounds, 0.46% hits; HEK293 CRF-R2/CRF-BP, calcium dye fluorescence (FLIPR); percent of saturating CRF peptide response; activation, % at 13.2 µM;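 active = activation of at least 50%, plus an integration ratio under a set limit after plate pattern correction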;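 also: plate controls were neutral control wells without compound for no effect and CRF at EC100 for full effect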
GalR3 antagonist: antagonists of human GalR3 | 360,000 compounds, 0.44% hits | inhibition, % at 3 µM | AID 651719 | O60755 | HEK293 GalR3-CNG cAMP membrane potential fluorescence; galR3 body fused to GalR1 C-terminus;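 active = inhibition above the screen-wide average plus 3 SD, cut at about 13% in these data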;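 also: forskolin and galanin both at EC90 stimulate the cells; cAMP rise reported by CNG channel membrane potential dye signal; 0% = forskolin plus galanin with DMSO and 100% = forskolin alone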
CRFBP-R2 block: antagonists of CRF-binding protein/CRF-R2 receptor complex | HEK293 CRF-R2/CRF-BP, CRF-induced calcium fluorescence | inhibition, % at 11.8 µM | 350,000 compounds, 0.59% hits | AID 588475;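 active = inhibition of the ligand-induced calcium signal above about 50% at the single tested concentration, limit read from the data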
Active calls of the source: *; / = no result given.

IDE act,MEKK3 PB1 HTS,M4 PAM,p-CIP stab down,PHOSPHO1 block,IDE cell inh,CRFR2-BP ag,GalR3 antagonist,mol,CRFBP-R2 block
-1,101,-3,-8,16,-4,1.5,1,Cc1ccc(-c2cc(C(F)F)n3ncc(C(=O)Nc4c(C)nn(Cc5ccccc5Cl)c4C)c3n2)cc1,-8
1,99,4,1,10,9,-3.7,-5,COc1ccc(COC(=O)NNC(=O)c2ccc(OC)cc2)cc1,21
4,/,-4,/,/,/,2.2,6,CN(Cc1ccccc1F)C(=O)c1cccc(NC(=O)CC2SC(N3CCCCC3)=NC2=O)c1 (centres undefined),-2
-1,92,-4,-11,-9,4,1.4,-2,Cc1c(C2=CCN(S(=O)(=O)c3ccc(Cl)cc3)CC2)c2ccccc2n1C,-17
/,96,/,-6,24,-5,/,-6,COc1ccc(Nc2nc(Cl)nc(N3CCN(c4ccc(OC)cc4)CC3)n2)cc1,/
3,103,9,15,-37,5,-1.1,1,Cc1cccc(S(=O)(=O)N/N=c2\sc3ccccc3n2C)c1,18
4,87,2,2,-2,-4,2.3,-10,Cc1ccc(C)c(C(=O)COC(=O)c2cccc(N3C(=O)c4c(C)nc5ccccc5c4C3=O)c2)c1,22
8,98,8,-15,37,1,-1.5,-4,CC(C)c1[nH]nc2c1C(c1ccco1)C(C#N)=C(N)O2 (centres undefined),-8
-3,96,-6,1,18,-2,-0.3,2,COc1ccc(N2CC(C(=O)Nc3nc4ccccc4s3)CC2=O)cc1 (centres undefined),-15
-4,91,-3,-28,15,/,-0.6,40*,O=[N+]([O-])c1c(Nc2ccccc2O)cc(Cl)c2nonc12,25
3,96,-1,-15,43,-1,-1.1,-1,CC(=O)Nc1ccc(Oc2ccccc2)cc1,5
5,102,-1,5,1,5,0.8,-6,CN(Cc1ccccn1)Cc1nc(Cc2ccccc2Cl)no1,-7
1,102,0,-3,-23,-3,-2.0,-4,CCCCNc1nc2ccccc2n1CC(=O)N1CCc2ccccc2C1,15
1,102,1,-15,-19,3,-0.1,/,CN1C(=O)[C@H]2[C@@H](c3ccc(F)cc3)N3C(=O)c4ccccc4NC(=O)[C@@]3(C)[C@H]2C1=O,1
3,101,-4,8,45,-2,-0.9,-9,O=C(NCc1ccc(F)cc1)c1cnc(Cl)c(Cl)c1,-4
-4,103,5,8,19,2,-1.6,-2,CCCOc1ccc2oc(=O)c3c(c2c1)CCCN3C(=O)CN1CCN(c2ncccn2)CC1,1
5,107,-2,1,11,2,-1.4,-10,Cc1cc(OCCN2CCOCC2)ccc1C(C)C,-7
-1,97,0,-7,5,0,2.0,-1,Cc1ccc(C(=O)N2CCC(n3nccc3NC(=O)c3ccccc3C)CC2)cn1,10
-33,107,7,-20,4,11,17,-9,N#Cc1ccc(-c2ccco2)nc1SCC(=O)c1ccc(Cl)cc1,-14
2,102,12,-29,28,10,0.7,-1,CCc1ccc(CC2S/C(=C(\C#N)C(C)=O)NC2=O)cc1 (centres undefined),27
-3,/,13,4,16,1,-0.1,-3,CCN(CC)C(=O)c1sc2nc(-c3ccncc3)[nH]c(=O)c2c1C,4
3,91,-2,4,47,-1,0.8,-4,Cc1noc(C)c1S(=O)(=O)N1CCCC(C(=O)c2cccc(OC(C)C)c2)C1 (centres undefined),11
5,100,1,-4,-1,1,20,-11,CN(C)CC1CCCCC1C1(O)c2ccccc2CSc2sccc21 (centres undefined),-24
3,98,-5,-2,8,-1,0.6,-10,Cc1cc(NC(=O)c2cc3ccccc3o2)ccc1NC(=O)c1ccccc1,12
-2,104,-37,-11,8,0,1.4,2,Cc1ccc(-c2c[n+](Cc3ccc(Cl)cc3)c3n2CCC3)cc1,-9
0,99,-2,-2,4,-3,0.5,-3,C=CCNCc1cccn1-c1ccccc1,14
5,106,1,2,34,4,-2.1,-3,COc1cc(/C=C(\NC(C)=O)C(=O)N2CCCCC2)ccc1OC(C)=O,13
/,104,-2,10,6,-1,0.0,-7,CN(CCC#N)C(=O)COC(=O)c1nn(-c2ccccc2)c(=O)c2ccccc12,48
2,94,5,4,16,0,-0.9,0,CCOCCCNCc1ccc(OC)c(OC)c1,12
-1,103,4,4,10,4,0.0,-2,CCCCn1c(-c2ccco2)n[nH]c1=S,-4
0,104,-10,-8,20,1,0.2,-9,COC(=O)c1ccc(CN(c2ccc(C(=O)O)c(O)c2)S(=O)(=O)c2ccc(Cl)c([N+](=O)[O-])c2)cc1,-5
2,107,-13,-13,22,1,0.7,3,CCC(C)(C)n1nnnc1C(c1ccc2ncccc2c1)N1CCN(c2ccc(O)cc2)CC1 (centres undefined),-19
1,104,12,-5,26,-3,-0.5,-5,COc1ccccc1NC(=O)COC(=O)C1C2CC3OC(=O)C1C3C2 (centres undefined),-4
4,90,-7,2,-16,5,0.5,-9,Cc1ccc(S(=O)(=O)Nc2ccc(SC(F)F)cc2)c(C)c1,-23
1,100,-2,-10,4,4,-0.5,0,COc1cccc(OC)c1C(=O)Nc1cc(Cl)ccc1N1CCOCC1,-61
1,99,5,-3,25,1,0.3,-5,COc1ccc([N+](=O)[O-])cc1NC(=O)C(C)OC(=O)C1CCCC1 (centres undefined),-14
-2,100,-2,-6,0,8,1.3,-5,Cc1cc(C)n(-c2ccc(C(=O)Nc3ccc(S(=O)(=O)N(C)C)cc3)cc2)n1,-19
4,90,6,-7,13,0,-0.2,1,Cc1ncn(C23CC4CC(CC(O)(C4)C2)C3)n1,-1
3,101,-2,3,17,6,-0.8,-2,CSCC[C@H](NC(=O)CCn1nnc2ccccc2c1=O)C(=O)O,-7
2,102,-6,-22,22,9,-1.4,-6,CN1CCN(C(=O)C2=C[C@@H](c3coc4ccccc4c3=O)C[C@@H](OCc3ccc(CO)cc3)O2)CC1,2
-2,113,-16,-6,3,0,2.3,-9,O=C(O)CCC(=O)NNC(=O)c1ccc(-c2ccccc2)cc1,-13
9,102,4,-8,6,0,3.0,-5,CCOC(=O)c1cnc(SCc2cccc3ccccc23)nc1N,8
/,107,/,-9,28,3,/,/,C#CCOCCOCCOCCNc1nc(N2CCN(C(=O)[C@H]([C@@H](C)CC)n3cc([C@@H](N)CO)nn3)CC2)nc(N2CCN(C(=O)[C@H](Cc3cc4ccccc4[nH]3)n3cc([C@@H](N)C(C)CC)nn3)CC2)n1 (some centres undefined),/
-22,87,-7,-8,-44,12,-0.2,3,Nc1c(C(=O)NCCN2CCOCC2)c2nc3ccccc3nc2n1CCc1ccccc1F,-4
0,/,-5,-1,-2,-4,-1.5,-2,O=C(CCCc1cccs1)N1CCN(S(=O)(=O)c2ccccc2Br)CC1,0
-4,100,3,/,/,-2,4.2,-6,CC1(c2nnc(-c3ccncc3)o2)CC(c2ccccc2)=NO1 (centres undefined),13
-3,104,5,7,-15,3,-1.9,2,CC(C)Cc1nn2c(=O)cc(O)nc2s1,-14
1,96,-5,6,-18,5,-0.6,-4,Cc1cc(=O)oc2cc(NC(=O)c3ccccc3OC(F)F)ccc12,-9
3,/,8,/,/,-1,-0.4,-6,Cc1nc(SCC(=O)N(C)C2CCS(=O)(=O)C2)c2ccccc2n1 (centres undefined),-1
2,97,-14,-8,-3,2,-1.1,-3,O=c1oc2c(CN3CCCCC3)c(O)ccc2c2c1CCCC2,12

Further entries follow:
IDE act,MEKK3 PB1 HTS,M4 PAM,p-CIP stab down,PHOSPHO1 block,IDE cell inh,CRFR2-BP ag,GalR3 antagonist,mol,CRFBP-R2 block
6,115,0,1,16,3,-1.6,/,Cc1cccn2cc(CCNS(=O)(=O)c3ccc([N+](=O)[O-])cc3)nc12,13
-2,102,2,-5,48,1,-1.2,0,O=C(Nc1ccc(F)cc1)C1(S(=O)(=O)c2ccc(Cl)cc2)CC1,0
0,102,1,-4,4,-4,-0.2,-10,Cc1nc2ccc(OC(=O)c3ccccc3)cc2s1,-3
5,107,0,-7,50,5,1.7,-2,N#Cc1cccc(NC(=O)CSc2n[nH]c(=O)[nH]c2=O)c1,0
4,101,-13,-11,3,1,0.6,6,Cc1cc(C)nc(SCc2nnc(SCC(=O)N3CCCc4ccccc43)o2)n1,30
3,97,4,-5,17,0,1.1,1,Cc1cc(C)n2nc(CNS(=O)(=O)c3ccc([N+](=O)[O-])cc3)nc2n1,-2
1,/,8,/,/,1,-0.6,-4,O=C(O)C1CCN(C(=O)CSc2nnc3ccccn23)CC1,1
0,97,0,-23,11,2,2.9,-1,N#Cc1ccsc1NC(=O)COC(=O)CCCSc1nc2ccccc2s1,7
5,/,11,8,6,2,0.3,-2,COc1ccc(CC(=O)Nc2cc(C)on2)cc1OC,20
-2,117,13,-4,-3,5,0.2,4,O=C(CC(=O)c1ccccc1)Nc1ccc2c(c1)OCCO2,14
2,103,-4,9,42,-2,-1.6,-1,COc1ccc(Cl)cc1NC(=O)CN1CCCCCC1,-13
2,82,-2,-15,3,4,-2.1,-7,O=C(CN1CCN(c2ccccn2)CC1)N1c2ccccc2Sc2ccc(C(F)(F)F)cc21,-25
3,97,9,-12,49,0,-0.6,-5,CCOC(=O)C1Sc2[nH]c(=O)sc2C(c2ccc(Cl)cc2)C1C(=O)OCC (centres undefined),-3
0,/,-5,/,/,3,1.1,-4,C[C@@H](NC(=O)c1nc[nH]c1C(=O)NCc1ccc(CNC(=O)OC(C)(C)C)cc1)c1ccccc1,10

Arranged by the number under CRFR2-BP ag (descending): some entries from above
IDE act,MEKK3 PB1 HTS,M4 PAM,p-CIP stab down,PHOSPHO1 block,IDE cell inh,CRFR2-BP ag,GalR3 antagonist,mol,CRFBP-R2 block
0,/,-5,/,/,3,1.1,-4,C[C@@H](NC(=O)c1nc[nH]c1C(=O)NCc1ccc(CNC(=O)OC(C)(C)C)cc1)c1ccccc1,10
-2,117,13,-4,-3,5,0.2,4,O=C(CC(=O)c1ccccc1)Nc1ccc2c(c1)OCCO2,14
6,115,0,1,16,3,-1.6,/,Cc1cccn2cc(CCNS(=O)(=O)c3ccc([N+](=O)[O-])cc3)nc12,13

Screens: PubChem, several laboratories
